# MazF activator = MazEF (E. coli) toxin RNase activation | P0AE70 | FAM/BHQ RNA-DNA oligo cleavage fluorescence, 5 h | activation, % at 20 µM | actives 0.32% (n = 350,000) | AID 504720; in the data active = activation above about 50%
# Target sequence (P0AE70 whole entry, looked up): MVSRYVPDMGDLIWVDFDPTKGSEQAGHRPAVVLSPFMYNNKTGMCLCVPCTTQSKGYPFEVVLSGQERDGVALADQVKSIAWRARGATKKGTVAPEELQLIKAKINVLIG
# Rv3671c inh = inhibitors of M. tuberculosis serine protease Rv3671c. P9WHR9. inhibition, % at 5.96 µM. actives 0.048% (n = 320,000). AID 2606; in the data active = inhibition above about 38%;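 also: extracellular domain of Rv3671c used as enzyme; 0% = enzyme with DMSO and 100% = no enzyme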
# Target sequence (P9WHR9 whole entry, looked up, the tested form may be a part): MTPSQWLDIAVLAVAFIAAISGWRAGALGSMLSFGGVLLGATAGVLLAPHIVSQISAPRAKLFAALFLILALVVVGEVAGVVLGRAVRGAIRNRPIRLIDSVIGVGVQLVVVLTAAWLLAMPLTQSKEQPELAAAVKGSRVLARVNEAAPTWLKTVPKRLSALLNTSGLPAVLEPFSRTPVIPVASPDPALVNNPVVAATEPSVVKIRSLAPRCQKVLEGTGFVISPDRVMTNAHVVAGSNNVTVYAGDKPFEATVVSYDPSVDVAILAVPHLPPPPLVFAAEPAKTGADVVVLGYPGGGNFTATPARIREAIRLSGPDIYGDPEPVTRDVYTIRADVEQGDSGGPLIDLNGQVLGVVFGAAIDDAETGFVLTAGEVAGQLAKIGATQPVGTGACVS
# DUSP3 inh = DUSP3 (human) phosphatase inhibition; actives 0.52% (n = 290,000); AID 1654; inhibition, % at 13.3 µM; P51452; recombinant VHR phosphatase, pNPP absorbance; in the data active = inhibition above about 50%; also: some compounds called inactive have numbers as strong as hits
# Target sequence (P51452 whole entry, looked up): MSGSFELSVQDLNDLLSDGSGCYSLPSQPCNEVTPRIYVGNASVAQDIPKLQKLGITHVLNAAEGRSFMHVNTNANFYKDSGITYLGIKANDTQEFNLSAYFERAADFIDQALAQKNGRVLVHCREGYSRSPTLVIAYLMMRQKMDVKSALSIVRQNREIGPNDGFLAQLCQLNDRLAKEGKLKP
# Yp Topo-I inh = blocks Yersinia pestis topoisomerase I activity; Y. pestis Topo-I cleavage product accumulation, plate reader; activity, % at 10 µM; actives 0.064% (n = 360,000); in the data active = activity above about 50%, passing the limit was not always enough; also: inactives centre near 2
# CCHF vOTU inh = CCHFV vOTU protease inhibition | inhibition, % at 11.5 µM | Pep-AMC fluorescence | actives 0.55% (n = 370,000) | AID 651958; in the data active = inhibition above about 30%; also: 0% = vehicle wells with enzyme and 100% = no enzyme wells
# SARS 3CLpro inh = SARS-CoV 3CLpro protease inhibition. recombinant SARS-CoV 3CLpro, quenched FRET peptide cleavage. inhibition, % at 6 µM. actives 0.14% (n = 290,000). P0C6X7; in the data active = inhibition above about 12%
# Vc quorum ag = induces V. cholerae light production without autoinducers; V. cholerae BH1578 lux reporter, luminescence, 6 h; activation, % at 18.7 µM; actives 0.16% (n = 350,000); in the data active = activation mostly above about 9.7%, no sharp cut-off; also: not every result past the cut was called active; inactives centre near 0; reference of the scale not given here
# PrPC surface inh = inhibitors of human cell surface prion protein PrPC | P04156 | TR-FRET read-out | inhibition, % at 13.8 µM | actives 0.43% (n = 370,000); in the data active = inhibition above about 24%; also: 0% = median of the test wells and 100% = reference compound wells
# PriA SSB inh = K. pneumoniae PriA-SSBct interaction inhibition; AlphaScreen SSBct-PriA binding, biotinylated peptide; inhibition, % at 33 µM; actives 0.6% (n = 430,000); in the data active = inhibition mostly above about 37%, no sharp cut-off; inactive = mostly below about 20%;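 also: plate controls were negative control peptide for no effect and reference peptide for full effect; strong numbers were not always called active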
# TcdB inh = blocks C. difficile toxin B glycohydrolase activity. P18177. TcdB glycohydrolase enzymatic assay, plate reader. inhibition, % at 9.99 µM. actives 0.24% (n = 350,000). AID 652162; in the data active = inhibition above about 10%
# Numbers without * were called inactive; i = inactive; . = no result given. These rows are one share of the data; count on the stated rates, not on these rows.
canonical_smiles	MazF activator	Rv3671c inh	DUSP3 inh	Yp Topo-I inh	CCHF vOTU inh	SARS 3CLpro inh	Vc quorum ag	PrPC surface inh	PriA SSB inh	TcdB inh
COc1ccc(S(=O)(=O)N(C)CC(=O)N2CCCCC2)cc1Cl	1	5	-8	-2	11	2	.	4	7	0.7
O=C(O)c1sccc1OCc1ccccc1	-2	0	-3	1	1	1	-0.3	-2	-5	-0.4
CCOC(=O)C1=C(C)n2c(s/c(=C/c3cccc([N+](=O)[O-])c3)c2=O)=NC1c1ccc(O)c(OC)c1 (stereo unspecified)	7	8	10	15	-13	-2	-2.2	-7	.	-2.0
O=C(CSc1nnc(Cn2nnc3ccccc32)o1)N(Cc1ccc(Cl)cc1)c1ccccc1	2	-21	26	7	5	3	-0.6	18	-10	.
COC(=O)Cc1cccc2c(=O)c3ccccc3oc12	4	0	5	4	-9	2	-0.8	-5	-6	0.1
CCCCc1ccc(NC(=O)CSc2nnc(CNC(=O)c3ccco3)o2)cc1	7	-9	-12	17	11	0	-0.1	2	-14	-1.7
COc1ccc(S(=O)(=O)N2CCC(C(=O)NCCCn3ccnc3)CC2)cc1C	5	1	45	-6	1	-6	0.6	-2	-13	-5.1
COc1cc(/C=C/C(=O)OCC(=O)N2CCCCCC2)cc(OC)c1OC	-11	.	.	3	6	.	-0.6	3	.	1.6
O=[N+]([O-])c1ccccc1N=Nc1ccc(O)cc1	11	-3	.	-12	9	.	-0.3	-3	43*	1.4
CCc1nnc(NC(=O)CCNC(=O)c2ccccc2Cl)s1	10	0	25	1	3	0	-0.9	4	1	-0.6
Cc1cnc(C(=O)OCC(=O)Nc2ccccc2-c2ccccc2)cn1	1	-1	.	-1	-8	.	i	7	-1	-1.0
O=C(NCc1cccc(Cl)c1)c1cccc(S(=O)(=O)N2CCCC2)c1	-1	-1	.	12	0	.	i	10	-10	0.4
CCN(CC)CCn1c2c(c(SCC(=O)Nc3ccc4c(c3)OCO4)nc1=O)CCC2	5	2	.	6	4	.	-0.4	-1	3	0.5
OC(c1cc(F)cc(Cl)c1)c1ncc(-c2ccccc2Cl)[nH]1 (stereo unspecified)	.	.	.	-2	3	.	-0.8	4	.	4.2
O=C(OCCN=C1NS(=O)(=O)c2ccccc21)c1ccncc1	-5	-4	27	4	3	-1	-0.3	4	-2	.
Cc1c(NC(=S)NC(=O)c2ccc(COc3ccccc3)cc2)cccc1C(=O)O	-2	-5	19	2	-2	9	-0.4	4	-4	1.0
COCCCNC(=S)NNC(=O)c1cc(-c2ccncc2)nc2ccccc12	1	0	19	-3	3	1	i	-9	-1	1.6
Cc1cc(N2C(=O)C(O)=C(C(=O)c3ccco3)C2c2cccc(O)c2)no1 (stereo unspecified)	9	5	-6	2	7	0	0.9	0	2	2.8
COc1ccc(CNCC(O)(c2ccccc2)c2ccc(F)cc2)cc1OC (stereo unspecified)	-9	-8	91	9	-5	-5	-0.3	10	-3	1.1
CC1(c2ccc([N+](=O)[O-])cc2)NC(=O)N(CC(=O)c2ccc3c(c2)OCO3)C1=O (stereo unspecified)	0	4	.	-4	9	.	-1.9	4	-2	1.7
Cc1ccc(NC(=O)c2cccc3ccccc23)cc1	0	8	35	5	-5	0	i	-6	-5	1.2
CC(O)[C@H]1CNC(=O)C(=O)N1CC1(c2ccccc2)CC1 (stereo partly specified)	7	-1	-9	5	15	.	i	7	10	-0.2
NCC(O)(c1ccc(Cl)cc1)c1ccc(Cl)cc1	9	-4	1	-13	0	2	-0.3	11	-4	1.4
Nc1c(-c2ccccc2)c(CN2CCOCC2)nn1-c1ccccc1	3	2	6	1	-3	-2	-0.2	9	-11	-0.3
CCOc1ccc(Br)cc1S(=O)(=O)Nc1cccc(S(=O)(=O)Nc2ccccc2C(=O)O)c1	-14	-2	.	10	30*	.	-5.7	-3	-1	0.6
CC(C)(O)[C@H](O)COc1c2occc2cc2ccc(=O)oc12	9	-3	24	-8	-14	-1	i	-2	-2	0.6
CN(C)CC(C)(C)CNS(=O)(=O)c1cccc2nsnc12	5	6	23	-1	-8	-7	-0.3	-25	-13	.
CC(=O)c1c(C(C)=O)c(C)n(NC(=O)c2ccncc2)c1C	3	0	6	1	10	0	-0.2	-2	0	.
COC(=O)[C@]1(C)N[C@H](CN(C)C(=O)c2ccc(C)cc2)[C@@H]2C(=O)N(Cc3ccccc3)C(=O)[C@@H]21	-12	-2	.	1	-1	.	-0.5	5	-10	0.2
COc1ccc(C#Cc2ccc3c(=O)c4ccccc4n(C)c3c2)cc1	-25	-26	44	.	.	0	.	.	-8	.

# Shown with two lines to a compound: entries from further up.
# Screens in order: MazF activator | Rv3671c inh | DUSP3 inh | Yp Topo-I inh | CCHF vOTU inh | SARS 3CLpro inh | Vc quorum ag | PrPC surface inh | PriA SSB inh | TcdB inh
Nc1c(-c2ccccc2)c(CN2CCOCC2)nn1-c1ccccc1
→ 3 | 2 | 6 | 1 | -3 | -2 | -0.2 | 9 | -11 | -0.3
CCOc1ccc(Br)cc1S(=O)(=O)Nc1cccc(S(=O)(=O)Nc2ccccc2C(=O)O)c1
→ -14 | -2 | . | 10 | 30* | . | -5.7 | -3 | -1 | 0.6
CC(C)(O)[C@H](O)COc1c2occc2cc2ccc(=O)oc12
→ 9 | -3 | 24 | -8 | -14 | -1 | i | -2 | -2 | 0.6
CN(C)CC(C)(C)CNS(=O)(=O)c1cccc2nsnc12
→ 5 | 6 | 23 | -1 | -8 | -7 | -0.3 | -25 | -13 | .
CC(=O)c1c(C(C)=O)c(C)n(NC(=O)c2ccncc2)c1C
→ 3 | 0 | 6 | 1 | 10 | 0 | -0.2 | -2 | 0 | .

# Following part
canonical_smiles	MazF activator	Rv3671c inh	DUSP3 inh	Yp Topo-I inh	CCHF vOTU inh	SARS 3CLpro inh	Vc quorum ag	PrPC surface inh	PriA SSB inh	TcdB inh
COc1cc(C(=O)NCCCNc2ccc([N+](=O)[O-])cc2)cc(OC)c1OC	5	3	-4	-3	-16	9	0.3	-20	6	.
CN1CCN(c2nc(-c3cccnc3)nc3ccccc23)CC1	5	8	2	4	-23	2	-0.5	-6	0	1.3
O=C1N(c2ccccc2)C(=Nc2ccccc2)SC12CC2	-17	-2	35	7	-13	2	i	8	-20	0.6
CC1Cc2ccccc2N1C(=O)CSc1nnc(Cc2ccccc2)n1CCc1ccccc1 (stereo unspecified)	-9	.	27	24	10	2	i	0	4	.
O=C(Cc1ccccc1)NC1CCN(S(=O)(=O)c2ccc(C(=O)O)cc2)CC1	9	6	5	8	0	-4	i	-3	-6	.
COc1ccc(CCNC(=O)c2cc(-c3ccc(Cl)c(Cl)c3)oc2C)cc1	1	-28	-9	-2	-3	-2	-0.1	5	-6	0.5
Cc1c(OC(C)C(=O)NCC2CCC(C(=O)O)CC2)ccc2c1oc(=O)c1ccccc12 (stereo unspecified)	-2	-4	9	-1	0	-3	-0.5	-5	2	1.4
Cc1cc(C)c2c(=O)[nH]n(C3CCCCCC3)c2n1	6	-3	25	0	-13	2	i	2	0	-0.3
CC(=O)OC[C@H]1O[C@@H](Sc2cccc3cccnc23)[C@H](OC(C)=O)[C@@H](OC(C)=O)[C@H]1OC(C)=O	-10	3	-13	-10	-14	-6	-0.5	2	40*	1.1
CC1=C/C(=N\NC(=S)NCCc2ccccc2)CC(C)(C)C1	-2	0	21	33	0	4	i	4	.	0.7
O=C(CC1C(=O)NCCN1Cc1cccc(Oc2ccccc2)c1)NCC1CCOCC1 (stereo unspecified)	4	-6	5	-1	12	4	-0.2	0	-2	1.2
CCCCCC(=O)Nc1cccc(C2=NOC3(C2)C[C@H](C(N)=O)N(C(=O)c2ccccc2C(=O)c2ccccc2)C3)c1 (stereo partly specified)	1	-11	22	8	11	.	i	-6	0	1.6
CC(=O)N1CCc2c(sc(NC(=O)c3ccc4c(c3)OCCO4)c2C#N)C1	-53	0	-20	13	12	-2	-0.3	-3	-6	1.9
CCCC(=O)NC(c1ccc(OC)c(OC)c1)c1cc(Cl)c2cccnc2c1O (stereo unspecified)	-2	17	14	16	2	1	2.1	8	-15	0.3
C[C@@H](c1ccccc1)N1C[C@H]2CCCN2c2cc(Br)ccc2S1(=O)=O	5	.	.	2	-9	.	-1.1	13	0	1.1
COc1cc(NC(=O)Cn2cnc(S(=O)(=O)N3CCc4ccccc43)c2)cc(OC)c1OC	4	-3	-2	11	2	-4	-0.2	3	-2	0.8
CC(C)[C@H](N)C(=O)NC[C@H]1O[C@@H](n2cnc3c(N)ncnc32)[C@H](O)[C@@H]1O	0	.	.	1	1	.	-1.9	-9	-4	0.5
C/C=C/c1ccc(OCC(=O)OCC(=O)NC2CC2)c(OC)c1	8	.	-8	-11	-6	0	-0.4	-1	-2	3.0
Cc1ccc(NC(=S)Nc2cc(-c3ccccc3)[nH]n2)cc1Cl	6	-24	-25	8	-1	8	i	7	0	-0.6
CCOP(=O)(OCC)C(NC(=O)c1ccccc1Cl)=C(Cl)Cl	-4	-17	35	1	1	0	-0.6	-5	-8	.
O=C1NCCCC1C(=O)N/N=C/c1cccc(Cl)c1 (stereo unspecified)	7	2	-4	-1	-9	8	-0.4	6	i	2.2
O=C(CN1C(=O)/C(=C\c2ccc(F)cc2)Oc2ccccc21)N1CCN(c2ccccn2)CC1	-16	-12	-8	5	7	-5	-0.6	-2	-15	-0.2
CC(=O)Nc1cccc(NC(=O)c2ccccc2Cl)c1	.	.	.	6	10	.	-1.0	5	.	-4.0
Cc1nc(SCC(=O)N2CCN(C(=O)c3ccco3)CC2)c2c(C)c(C)sc2n1	2	4	10	1	10	3	.	-3	-8	.
Cc1ccc(C(=O)ON=C2CCN(c3ccc([N+](=O)[O-])cc3)CC2)cc1	9	-4	21	9	21	-5	-0.3	-18	0	.
CCC(=O)N1CCN(CCN=Cc2c(O)n(C)c(=O)n(C)c2=O)CC1	4	-2	10	6	-4	-1	i	3	-11	1.5
CCN(CC)C(=O)Cn1cnc([N+](=O)[O-])n1	-5	3	21	-1	-2	-3	-0.5	-8	-6	1.2
CCc1ccc(C(C)NC(=O)c2ncn[nH]2)cc1 (stereo unspecified)	-6	7	-16	-5	-1	2	i	7	8	.
O=C(C[n+]1ccccc1)N1c2ccccc2Sc2ccccc21	6	7	21	0	1	-7	-0.3	9	-1	1.6
Cc1ccc(-c2noc(CN(C(=O)CCN3C(=O)c4ccccc4C3=O)C(C)C)n2)cc1	-1	-5	-2	-9	-11	7	-0.9	-7	10	.
O=C(CSc1ccc(-c2cccs2)nn1)Nc1ccccc1F	-26	-2	-2	-9	-3	1	i	8	13	0.8
CCN(C(=O)CSc1nc2ccccc2o1)c1c(N)n(Cc2ccccc2)c(=O)[nH]c1=O	0	-2	.	6	0	.	i	0	-8	7.2
Cc1ccc(OCCOC(=O)CCc2nc3ccccc3c(=O)[nH]2)cc1	7	-9	10	18	-19	3	-0.2	-6	-6	1.2
CCN(C(=O)CSc1nnc(NC2CCCCC2)s1)C1CCS(=O)(=O)C1 (stereo unspecified)	-4	9	27	0	-6	2	-0.4	-4	-12	.
COc1ccc(C(=O)N2CCNC(=O)C2)cc1S(=O)(=O)Nc1ccc(Br)cc1	-6	10	.	0	-4	.	1.3	1	-12	1.2
Cc1c(NC(=O)/C(C#N)=C/c2ccc(-c3cc(Cl)ccc3Cl)o2)c(=O)n(-c2ccccc2)n1C	-17	-6	2	15	3	-4	-0.3	9	-9	.
Cc1ccc(C(=O)NCC(=O)OCc2cccc(Br)c2)cc1	-1	1	.	14	1	.	-1.4	5	-22	-0.2
COc1ccc(-c2nnc(NC(=O)c3c(OC)cccc3OC)s2)cc1	10	3	-18	8	-3	2	i	4	-5	0.8
COc1ccc(CNC(=O)C[C@H]2C[C@H](C(=O)N3CCOCC3)[C@@]3(CCC4CCCC4)c4[nH]c5cc(CCC(=O)N(C)C)ccc5c4CCN3C2=O)cc1OC	21	.	.	14	-8	.	-2.2	-6	3	1.6
Cc1cc(C)cc(NC(=O)CSc2nncn2-c2ccccn2)c1	5	4	22	9	-2	5	-0.4	-1	-15	1.1
